procasp7 counter = counter-screen for procaspase-3 activators: activators of human procaspase-7; recombinant procaspase-7, Ac-DEVD-pNA absorbance 405 nm; D23A/D198A/D206A triple mutant, cannot self-cleave; scale: DMSO 0, 5 µM enzyme 100; P55210; activation, % at 8.5 µM; 0.093% of 330,000 active; AID 463210;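 active means percent activation above the screen-wide mean plus 3 SD, cut at about 25% in these data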
Target sequence (P55210 whole entry D23A/D198A/D206A): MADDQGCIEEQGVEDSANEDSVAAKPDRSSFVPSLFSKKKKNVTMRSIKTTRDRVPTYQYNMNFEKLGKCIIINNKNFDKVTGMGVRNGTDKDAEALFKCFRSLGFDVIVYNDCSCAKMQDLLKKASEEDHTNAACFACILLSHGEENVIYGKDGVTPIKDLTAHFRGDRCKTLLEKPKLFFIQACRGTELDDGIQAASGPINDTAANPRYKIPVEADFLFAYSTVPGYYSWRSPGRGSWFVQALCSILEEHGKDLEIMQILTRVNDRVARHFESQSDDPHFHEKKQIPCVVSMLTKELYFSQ
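Assay system – Uncleavable procaspase-7 mutant enzyme · Quantity – 2 µM procaspase-7 mutant as dispensed · Times – 1 h preincubation, 2 h reaction · Dosing – single nominal 8.5 µM compound dose, 0.8% DMSO final · Buffer or medium – Zinc-free 50 mM HEPES buffer, pH 7.4, with NaCl and Triton X-100 · Detection – Epi-absorbance of released pNA at 405 nm, two timepoints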
AHR act = activates the human aryl hydrocarbon receptor | P35869 | AHR-responsive luciferase reporter cells, luminescence | activation, % at 5 µM | 2.5% of 320,000 active | AID 2796; in the data active means activation above about 47%;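 further: 0% = vehicle wells and 100% = reference agonist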
LAP4-GFP MLPCN = alters LAP4-GFP fluorescence in TOR pathway yeast screen | S. cerevisiae LAP4-GFP multiplex, flow cytometry GFP, 3 h; median GFP as percent of DMSO wells | GFP response vs DMSO, % at 10 µM | 0.34% of 320,000 active | AID 2023;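 active means GFP response vs DMSO above a set limit, about the screen mean plus 3 SD, cut at about 150% in these data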
CR mimetic SO = yeast age-related superoxide inhibition as caloric restriction mimetic | S. cerevisiae aged cells, superoxide DHE fluorescence; stronger effect = lower value | superoxide response (% of plate mean), % at 10 µM | 0.18% of 330,000 active | AID 2690;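 active means superoxide response under a set limit, about three screen SD below normal, cut at about 65% in these data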;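 further: yeast aged for seven days with compound at 30 °C before DHE staining; 100% = average MFI of all compound-treated wells on the plate with controls excluded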
JMJD2C inh = human JMJD2C demethylase inhibition; inhibition, % at 2.35 µM; Q9H3R0; GST-JMJD2C(1-420) H3K9me3 demethylation, DELFIA europium; 0.069% of 330,000 active;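 active means more than half of a compound's replicate wells show inhibition beyond 50%, single wells judged on their own value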;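 further: signal counts dimethyl H3K9 product captured on neutravidin plate; 0% = median of DMSO wells and 100% = 0.3 times that DMSO median; strong numbers were not always called active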
Target sequence (Q9H3R0 1-420 limits assumed): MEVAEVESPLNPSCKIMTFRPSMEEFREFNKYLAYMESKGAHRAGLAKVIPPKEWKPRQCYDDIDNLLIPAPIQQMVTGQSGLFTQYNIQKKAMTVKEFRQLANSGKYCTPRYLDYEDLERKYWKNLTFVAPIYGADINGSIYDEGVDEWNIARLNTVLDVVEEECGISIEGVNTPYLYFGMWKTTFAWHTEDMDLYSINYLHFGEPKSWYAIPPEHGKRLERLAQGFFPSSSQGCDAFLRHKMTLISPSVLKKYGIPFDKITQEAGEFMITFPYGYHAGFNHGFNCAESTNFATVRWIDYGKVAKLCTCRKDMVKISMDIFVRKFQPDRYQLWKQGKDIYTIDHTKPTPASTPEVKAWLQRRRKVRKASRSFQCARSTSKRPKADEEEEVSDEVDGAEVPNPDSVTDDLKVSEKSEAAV
MEP2-GFP yeast = modulators of TOR pathway MEP2-GFP in S. cerevisiae; S. cerevisiae MEP2-GFP strain, flow cytometry GFP, 3 h; 100% = DMSO control level; GFP response vs DMSO, % at 10 µM; 0.51% of 330,000 active; AID 2016;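 active means GFP response versus DMSO above a set limit, roughly screen mean plus 3 SD, cut at about 180% in these data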;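 further: median GFP fluorescence of the barcode-gated MEP2-GFP cells per well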
proCasp3 act = activators of human procaspase-3; 0.11% of 330,000 active; activation, % at 8.5 µM; P42574; recombinant procaspase-3 D3A, Ac-DEVD-pNA absorbance 405 nm;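 active means activation above the mean of all tested compounds plus 3 SD, cut at about 21% in these data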;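 further: 0% = DMSO alone and 100% = DMSO wells spiked with extra 5 µM PC-3 D3A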
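Technique: 405 nm absorbance of p-nitroaniline, reads at 0 and 120 min; Test system: Procaspase-3 D3A mutant; Incubation: 1 h enzyme-compound preincubation, then 2 h substrate reaction, 25 °C; Repeats: singlicate, each compound tested once; Benchmarks: low control DMSO wells, high control DMSO plus 5 µM PC-3 D3A.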
RPL19A TOR yeast = modulators of TOR pathway RPL19A-GFP in S. cerevisiae; S. cerevisiae RPL19A-GFP strain, flow cytometry, 3 h; stronger effect = lower value; percent response vs DMSO, % at 10 µM; 0.3% of 330,000 active; AID 2025;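 active means percent response vs DMSO below 50%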;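 further: median channel GFP fluorescence of the barcoded RPL19A-GFP strain; ratio of sample median GFP to plate DMSO average so 100% = DMSO; lower means less RPL19A-GFP as with rapamycin TOR inhibition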
Starred values were filed as active, the others as inactive; . = not tested or not shown.

nr	smiles	proCasp3 act	LAP4-GFP MLPCN	MEP2-GFP yeast	AHR act	CR mimetic SO	RPL19A TOR yeast	procasp7 counter	JMJD2C inh
1	CN(C)S(=O)(=O)c1cccn1-c1ncc(C(F)(F)F)cc1Cl	2	.	81	2	104	90	2	6
2	N#C/C(=N\Nc1ccc(Cl)c(Cl)c1)C(=O)C1CC1	-16	109	107	2	98	101	-7	1
3	COc1ccccc1N1CCN(C(=O)c2ccc(N(C)S(=O)(=O)c3ccccc3)cc2)CC1	-1	101	104	4	97	101	13	-3
4	CCCCn1c(N)c(N(CCOC)C(=O)COc2ccc(Cl)cc2)c(=O)[nH]c1=O	1	102	105	-1	101	98	1	14
5	COc1ccc(-c2nnc(SCC(=O)N3c4ccccc4Sc4ccccc43)o2)cc1	7	103	99	2	109	101	2	-8
6	COc1ccc(N/C=C2/Sc3ccccc3NC2=O)cc1	2	100	109	55*	92	102	-10	5
7	COC(=O)C1=C(C)N(Cc2ccc(C)cc2)C(=O)C1	7	121	111	3	93	106	5	-20
8	COc1ccc(CC(=O)N2CCN(C(=O)c3ccco3)CC2)cc1	-7	101	103	-2	122	99	0	2
9	O=C(c1ccccc1F)N(Cc1ccc(F)cc1)C1CCS(=O)(=O)C1 (stereo unspecified)	0	107	99	-1	94	101	9	5
10	CC(c1ccc(F)cc1)n1c(-c2ccc3ccccc3n2)n[nH]c1=S (stereo unspecified)	-17	101	98	1	76	96	-8	24
11	Cc1nn(-c2ccccc2)c(C)c1/C=C/C(=O)OCC(=O)Nc1ccc(S(N)(=O)=O)cc1	7	98	94	-1	81	99	0	20
12	COC(=O)c1c([N+](=O)[O-])c(OC)c(OC)c(OC)c1[N+](=O)[O-]	-3	95	96	-1	94	96	3	6
13	Cc1cccc(C(=O)c2cccc(C)c2)c1	-2	98	105	6	96	102	1	-4
14	COc1cc2[nH]c(=O)n(CCCCCC(=O)N3CC=C(c4ccccc4)CC3)c(=O)c2cc1OC	7	105	103	-1	105	99	-12	-6
15	C[N+]1(CC(=O)Nc2ccccc2Cl)CCN(C(=O)c2cccs2)CC1	-2	95	99	1	90	101	-6	6
16	O=c1c2ccccc2[nH]c2ccccc12	-2	113	108	1	106	103	-5	15
17	CN(C(=O)c1ccc2c(c1)S(=O)(=O)N=C1CCCCCN12)c1ccccc1	-1	103	96	1	131	102	-7	-21
18	NC1=NC(=O)/C(=C\C=C\c2ccccc2)S1	-3	94	85	-2	102	87	1	-1
19	CN1CCN(CCCc2c3c(cc4c2CCC4)CCC3)CC1	3	81	93	0	109	100	3	6
20	CC1CCC2(CC1)NC(=O)N(CC(=O)Nc1sc3c(c1C(N)=O)CCC3)C2=O (stereo unspecified)	-4	109	96	1	99	93	6	-15
21	CN(C)CCCNS(=O)(=O)c1ccc(Oc2ncc(C(F)(F)F)cc2Cl)cc1	6	104	105	2	91	99	9	-6
22	CC(C)C(=O)N1CCN(c2ccc(NC(=S)NC(=O)c3cc4ccccc4o3)cc2)CC1	-4	71	76	2	96	94	-8	-2
23	COc1cc(/C=N/N2CCCCC2)cc(OC)c1O	6	90	106	2	118	102	-9	2
24	Cc1ccc(CSCC(=O)NN=C2CCN(C)CC2)cc1	3	104	105	-1	82	112	-3	-20
25	CC1CCCCN1c1cc(C#N)c(C#N)cc1[N+](=O)[O-] (stereo unspecified)	-4	97	100	-1	103	94	-1	-3
26	N#C/C(=C/c1ccc(N2CCCCC2)cc1)c1cccc(F)c1	-13	108	102	1	104	103	-11	-7
27	Cc1cccc(NC(=O)c2sc3nc(N)c(C#N)cc3c2N)c1	-9	98	91	111*	105	93	-16	-8
28	CCS(=O)(=O)N1CCCC(C(=O)N2CCc3ccccc3C2)C1 (stereo unspecified)	2	82	90	1	87	87	0	9
29	C=CCNC(=O)c1cc2c(=O)c3ccccc3oc2nc1C	6	96	102	1	94	98	16	12
30	CCOc1ccc(CNC(=O)C2CCN(C(=O)N3CC(C)Oc4ccccc43)CC2)cc1 (stereo unspecified)	8	119	98	2	99	100	10	-3
31	Cc1ccc(NS(=O)(=O)c2cc(C(=O)N3CCOCC3)ccc2C)cc1	2	91	101	-2	96	96	7	3
32	CCC(=O)Nc1ccc2c(c1)nc1n2CCSC1	-3	110	105	-9	103	103	-5	-4
33	CCC(C)(C(=O)NC1CCCC1)N(CC1CCCO1)C(=O)c1ccc2c(c1)OCO2 (stereo unspecified)	4	98	105	-3	104	101	6	0
34	O=C(CCNC(=O)c1ccccc1)NCc1ccccc1F	-2	97	100	2	109	96	6	-10
35	CCCCCC(=O)NC(=S)NNC(=O)c1ccc([N+](=O)[O-])cc1	-11	100	98	-1	92	103	-8	1
36	O=C(N/N=C/c1cc(Cl)cc([N+](=O)[O-])c1O)C1CC1	4	100	87	24	114	94	-10	0
37	CCc1cccc(C)c1NC(=O)C1CCN(c2nn3c(=O)cc(C)nc3s2)CC1	-3	97	110	1	94	101	1	9
38	Cc1nc2sccn2c(=O)c1S(=O)(=O)N1CCN(c2ccc(F)cc2)CC1	0	108	100	1	88	103	-5	26
39	CC1(C)CCc2c([nH]c3ccccc3c2=O)O1	13	99	96	1	105	94	-3	-5
40	O=C(Nc1ccc(-c2csnn2)cc1)C1CC1	-4	109	102	-5	100	95	5	5

With a hit mark in AHR act, of those listed so far:
entry	smiles	proCasp3 act	LAP4-GFP MLPCN	MEP2-GFP yeast	AHR act	RPL19A TOR yeast	JMJD2C inh
6	COc1ccc(N/C=C2/Sc3ccccc3NC2=O)cc1	2	100	109	55*	102	5
27	Cc1cccc(NC(=O)c2sc3nc(N)c(C#N)cc3c2N)c1	-9	98	91	111*	93	-8

Remaining list, next part.
nr	smiles	proCasp3 act	LAP4-GFP MLPCN	MEP2-GFP yeast	AHR act	CR mimetic SO	RPL19A TOR yeast	procasp7 counter	JMJD2C inh
41	Cc1cc(C)c(C)c(S(=O)(=O)N2CCC(C(=O)NCc3ccco3)CC2)c1C	8	98	97	0	112	93	0	-1
42	COc1ccc(CNC(=O)N2CCN(c3ccccc3)CC2)cc1	-9	89	113	-1	104	97	-10	5
43	Cn1c(CNC(=O)c2ccccc2F)nnc1SCC(=O)N1CCN(c2ccccc2)CC1	-3	97	103	0	99	96	5	7
44	Cc1nn(Cc2ccccc2)c(N)c1-c1ccccc1	-3	100	95	2	109	101	7	5
45	NNC(=O)c1cc2c(ccc3ccccc32)o1	5	90	98	8	81	93	-1	11
46	CSCC[C@H](NC(=O)Nc1ccccc1C)C(=O)O	-2	103	98	0	101	94	-5	3
47	Cc1cc(C)n(-c2ccc(C(=O)OCC(=O)N(CC(C)C)C3CCS(=O)(=O)C3)cc2)n1 (stereo unspecified)	4	98	100	-2	87	99	4	6
48	N#CCCn1cnc2ccccc21	6	102	113	0	95	102	1	-2
49	O=C(c1ccc(Cl)cc1)C(CN1CCCC1)c1ccccc1 (stereo unspecified)	-8	93	96	-1	97	102	1	2
50	Cn1c(CN2CCOCC2)nc2cc(NC(=O)c3ccccc3Cl)ccc21	-4	96	104	1	94	97	-4	1
51	COc1cc(SC)ccc1C(=O)NNC(=O)C1COc2ccccc2O1 (stereo unspecified)	12	98	102	-2	85	95	-3	-3
52	CC(C)N1C(=O)CCC1C(=O)NCc1ccco1 (stereo unspecified)	-3	108	105	-2	97	95	-1	-5
53	O=C(CCC(=O)N(CC(=O)NC1CCCC1)Cc1ccccc1Cl)Nc1nccs1	11	82	99	-1	81	97	-3	21
54	N/C(Cc1cccs1)=N\OC(=O)COc1ccc(Br)cc1	-1	105	130	13	76	98	14	7
55	CCN(CC(=O)Nc1cc(Cl)ccc1C)C(=O)CN1C(=O)NC(CC)(c2ccccc2)C1=O (stereo unspecified)	2	108	103	0	97	106	5	-13
56	CCCCCCc1cc2cc(C(=O)OCC)c(=O)oc2cc1O	36*	104	98	1	125	97	20	8
57	COc1ccc(C(=O)Cc2cc(OC)c(OC)cc2C(=O)c2ccccc2F)cc1OC	-1	111	115	0	109	103	0	-2
58	Cc1cc(C(c2nnnn2Cc2ccccc2)N2CCOCC2)c(C)n1-c1ccc2c(c1)OCO2 (stereo unspecified)	-21	106	104	2	87	103	-36	8
59	CCOC(=O)C1C(=O)NC(N2CCCCC2)=NC1c1ccccc1 (stereo unspecified)	-2	101	107	-2	107	103	-1	9
60	CSc1ncccc1C(=O)OCC(=O)N1CCOCC1	1	97	97	0	111	99	1	-6
61	COc1ccc(OCC(O)CNC(=O)Nc2cccc3ccccc23)cc1 (stereo unspecified)	-6	.	100	4	99	99	-10	16
62	CCN(c1ccccc1)S(=O)(=O)c1cccc(C(=O)NCC(c2cccs2)N(C)C)c1 (stereo unspecified)	-3	89	89	1	110	93	2	-10
63	Cc1cccc2c1c(N=NC(N)=S)c(O)n2C1OC(CO)C(O)C(O)C1O (stereo unspecified)	-8	96	107	9	102	102	-4	4
64	CCc1nnc(NC(=O)CSCc2cc(=O)n3nc(C(C)C)sc3n2)s1	9	92	87	-1	93	92	8	2
65	CCN1CCN(c2nc3c(c(=O)[nH]c(=O)n3C)n2Cc2ccccc2F)CC1	8	87	104	2	105	104	-4	3
66	COCCN1CCn2c(nc3cc(NC(C)=O)ccc32)C1	8	110	118	1	103	107	8	1
